Bioassay records: PubChem, National Center for Advancing Translational Sciences (NCATS)
USP1 inh – inhibitors of human USP1/UAF1 deubiquitinase. O94782. recombinant USP1/UAF1, Ub-Rhodamine cleavage fluorescence. 390,000 tested, 0.23% active. Potency, µM (series often up to 57.1 µM), for inactives: at the top dose activity change, negative = inhibition, most hits filed as inhibitors; also: potency is read from the fitted curve at half-maximal effect; % is scaled to controls: 0 for no effect and ±100 for the full control effect; nearly all actives have a fitted effect of over 60% in size; inactives centre near -12
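In this screen, compounds sit with the deubiquitinase complex (1nM) for 15 min at room temperature before Ub-Rho is added at 150nM final. Fluorescence rise is then followed for 6 reads every 60 seconds.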
RGS4 inhibitor – human RGS4 inhibition | 390,000 tested, 0.039% active | Transcreener GDP fluorescence polarization, RGS4-accelerated GTP hydrolysis | P49798 | Potency, µM (doses to about 114 µM), inactives show at the top dose activity change, negative = inhibition, actives largely listed as inhibitors | AID 504845; also: potency is read from the fitted curve at half-maximal effect; % is scaled to controls: 0 for no effect and ±100 for the full control effect; nearly all actives have a fitted effect of over 75% in size; some results filed as inactive show a strong effect at the top dose
Target sequence (P49798 whole entry, looked up): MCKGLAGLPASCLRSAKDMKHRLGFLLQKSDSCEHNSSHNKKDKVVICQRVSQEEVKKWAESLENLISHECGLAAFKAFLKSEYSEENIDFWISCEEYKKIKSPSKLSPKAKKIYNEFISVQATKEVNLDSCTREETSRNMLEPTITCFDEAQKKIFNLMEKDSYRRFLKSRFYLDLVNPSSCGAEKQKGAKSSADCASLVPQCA
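MLSMR compounds (23 nl, pin-transferred) preincubated 10 min at room temperature with a 500nM (2x) first reagent, then RGS4 at 900nM (2x) plus Transcreener GDP mix added; fluorescence polarization (620/688 nm) read before and after 90 min at 30 °C.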
Vif-APOBEC3F blk – inhibitors of Vif-A3F interaction; HeLa A3F-eYFP + Vif (tagged APOBEC3F with the HIV-1 protein that degrades it), YFP fluorescence increase; Potency, µM (titrated, usually from 46.1 µM), for inactives: at the top dose activity, negative = active; 390,000 tested, 0.2% active; also: potency is read from the fitted curve at half-maximal effect; % of control where 0% means no effect; nearly all actives have a fitted effect of over 65% in size
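HeLa cells stably expressing A3F-eYFP plus Vif, plated and incubated overnight at 37 deg C, then exposed to compounds overnight at 37 deg C. Blocked degradation read as raised yellow fluorescence (Ex 488/Em 500-530).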
mIDH1 inhibitor – human IDH1 R132H inhibition. Potency, µM (highest dose often 76.6 µM), for the others: at the top dose activity change, negative = inhibition, hits mostly inhibitors. 390,000 tested, 0.093% active. IDH1-R132H enzyme, NADPH consumption, diaphorase/resazurin fluorescence. O75874. AID 602179; also: potency is read from the fitted curve at half-maximal effect; % is scaled to controls: 0 for no effect and ±100 for the full control effect; nearly all actives have a fitted effect of over 65% in size
Target sequence (O75874 whole entry R132H, stated change not applied): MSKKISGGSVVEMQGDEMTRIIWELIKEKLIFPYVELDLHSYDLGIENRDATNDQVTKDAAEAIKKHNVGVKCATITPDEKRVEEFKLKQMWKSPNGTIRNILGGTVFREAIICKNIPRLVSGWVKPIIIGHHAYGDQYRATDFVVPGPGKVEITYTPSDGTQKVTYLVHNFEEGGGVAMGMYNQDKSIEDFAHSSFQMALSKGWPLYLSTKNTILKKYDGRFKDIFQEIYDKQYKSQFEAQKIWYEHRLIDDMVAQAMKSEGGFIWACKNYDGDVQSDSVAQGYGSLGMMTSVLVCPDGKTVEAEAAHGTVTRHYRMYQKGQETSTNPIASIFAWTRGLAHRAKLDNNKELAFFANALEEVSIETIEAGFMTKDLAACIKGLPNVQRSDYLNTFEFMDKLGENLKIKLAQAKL
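IDH1-R132H (0.5 ug/mL dispensed) in pH 7.5 Tris buffer was preincubated 30 min with compound, then given a substrate mix of 0.016 mM NADPH and 2 mM alpha-KG for 80 min at room temperature; remaining NADPH was read by diaphorase/resazurin fluorescence.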
Vif-APOBEC3G blk – blocks the Vif interaction with human APOBEC3G; Q9HC16; 410,000 tested, 0.076% active; HeLa A3G-eYFP + Vif (tagged APOBEC3G with the HIV-1 protein that degrades it), YFP fluorescence, overnight; AID 602310; Potency, µM (top dose mostly 46.1 µM), without a hit: at the top dose activity, negative = active, actives largely listed as inhibitors;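 also: potency is read from the fitted curve at half-maximal effect; % is scaled to controls: 0 for no effect and ±100 for the full control effect; nearly all actives have a fitted effect of over 60% in size; hits raise eYFP signal because A3G escapes Vif-driven loss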
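HeLa cells stably expressing Vif and C-terminally eYFP-tagged A3G, seeded overnight at 37 deg C, then exposed to compound by pintool overnight at 37 deg C. Rise in yellow fluorescence (Ex 488/Em 500-530, Acumen) marks blocked Vif-driven A3G degradation.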
TrxR1 substrate – substrates of rat thioredoxin reductase 1; purified TrxR1 substrate turnover, NADPH consumption readout; 390,000 tested, 0.01% active; Potency, µM (highest dose often 114 µM), without a hit: at the top dose activity change, negative = substrate turnover; also: potency is read from the fitted curve at half-maximal effect; % is scaled to controls: 0 for no effect and ±100 for the full control effect; nearly all actives have a fitted effect of over 50% in size
Target sequence (O89049 whole entry, looked up): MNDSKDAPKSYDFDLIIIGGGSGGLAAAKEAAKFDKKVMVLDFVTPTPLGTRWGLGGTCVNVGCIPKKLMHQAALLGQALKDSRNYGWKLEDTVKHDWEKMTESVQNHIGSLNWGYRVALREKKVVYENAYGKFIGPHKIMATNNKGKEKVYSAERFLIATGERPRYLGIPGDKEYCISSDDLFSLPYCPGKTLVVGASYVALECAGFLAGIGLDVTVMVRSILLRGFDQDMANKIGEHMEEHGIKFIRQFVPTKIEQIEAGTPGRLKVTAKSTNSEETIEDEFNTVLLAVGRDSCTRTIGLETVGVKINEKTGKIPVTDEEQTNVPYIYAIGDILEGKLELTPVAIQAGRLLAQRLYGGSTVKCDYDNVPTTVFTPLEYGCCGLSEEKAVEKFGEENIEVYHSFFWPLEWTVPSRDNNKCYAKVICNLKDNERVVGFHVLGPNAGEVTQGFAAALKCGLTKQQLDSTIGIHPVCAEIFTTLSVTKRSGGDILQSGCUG
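Rat TrxR1, dispensed at 90 nM, was prereduced with 400 uM NADPH (final) for 5 min at ~22 deg C, then incubated with compound 15 min before 400 uM selenite. A first-read NADPH fluorescence drop versus no-compound background flagged substrates.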
rTrxR1 inhibitor – inhibitors of rat thioredoxin reductase 1; Potency, µM (highest dose often 114 µM), without a hit: at the highest dose activity change, negative = inhibition, usual class: inhibitors; recombinant rTrxR1, NADPH fluorescence consumption, selenite substrate; 390,000 tested, 1% active; also: potency is read from the fitted curve at half-maximal effect; % is scaled to controls: 0 for no effect and ±100 for the full control effect; nearly all actives have a fitted effect of over 65% in size
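Rat TrxR1 (90 nM in the dispensed reagent) was pre-reduced with 400 uM NADPH for 5 min at room temperature, then incubated with compound for 15 min. After 400 uM selenite was added, NADPH fluorescence (Ex 340/Em 450 nm) was followed for 8 min.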
GRP78 ERSR act – ER stress response induction in glioma. U87-MG GRP78 promoter luciferase reporter, 16 h. Potency, µM, for inactives: at the top dose activation, usual class: activators. 420,000 tested, 0.02% active. AID 602332; also: potency is read from the fitted curve at half-maximal effect; series mostly up to about 76 µM; % of control where 0% means no effect; nearly all actives have a fitted effect of over 35% in size
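Stably transfected U87-MG human glioma cells carrying a GRP78-based luminescent sensor were seeded at 1000 cells/well, pin-dosed with compounds and incubated 16 h. Luciferase reagent was then added, and end-point luminescence was read after 10 min at room temperature.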
LDHA block – blocks human lactate dehydrogenase A; P00338; purified LDHA, NADH/diaphorase-resazurin fluorescence; active compounds read low; activity change, % (values are at about 110 or 230 µM); 480,000 tested, 0.15% active; AID 1347041; in the data active = activity change below about -30%; inconclusive = mostly about -25% to -30%;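 also: plate controls were DMSO wells for no effect and wells without enzyme for full effect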
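LDH5 2 nM; NADH 0.06 mM, pyruvate 0.2 mM; 200 mM Tris pH 7.4, EDTA, Tween-20; 5 min RT. Detection: diaphorase 0.133 mg/mL + resazurin 37 µM, fluorescence ex540/em590 at 0 and 20 min; normalized to enzyme-free and DMSO wells.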
The depositor's hits bear a star; ? = inconclusive; · = not tested or not shown; & = joins results of further samples; [ ] = another dose, or the depositor's remark. Unless noted, calls follow the shape of the dose curve; as a rule, active = well fitted curve in the direction sought with a large enough effect; inconclusive = small, poorly fitted or top-dose-only effect, or another doubt; inactive = no such curve, though single readings can be large; an effect the other way counts as inactive or inconclusive.

Below each SMILES – USP1 inh	RGS4 inhibitor	Vif-APOBEC3F blk	mIDH1 inhibitor	Vif-APOBEC3G blk	TrxR1 substrate	rTrxR1 inhibitor	GRP78 ERSR act	LDHA block
CCN(CC)S(=O)(=O)c1cc(F)ccc1OC
→ -17%	34%	6%	3%	-5%	0%	0%	-4%	-3
Cc1cc2nc(C3CCN(C(=S)NCCCOC(C)C)CC3)[nH]c2cc1C
→ -22%	-4%	-14%	-6%	-1%	-7%	0%	-1%	-2
COc1ccc(C2CC(c3ccccc3)=NN2c2ccc(C(N)=O)cc2)cc1 (stereo not drawn)
→ 0%	24%	-4%	-19%	-2%	323%[activator][57.1 µM]	107%[activator][57.1 µM]	5%	-4
COc1ccc(NC(=O)COC(=O)c2ccc(OC)c(S(=O)(=O)N3CCCC3)c2)cc1OC
→ -1%	-3%	-8%	1%	0%	-9%	-9%	-1%	0
CCC(=O)N1c2ccccc2CC1C(=O)NCc1ccc(CC)cc1 (stereo not drawn)
→ 0%	-26%	2%	2%	-1%	5%[57.1 µM]	17%[57.1 µM]	-2%	-1
O=C(O)/C(=C\c1ccc(-c2ccc(F)cc2)o1)c1ccccc1
→ -3%	?	-16%	1%	1%	-2%[57.1 µM]	?	2%	-6
CCOC(=O)c1ccc(NS(=O)(=O)c2cnc[nH]2)cc1
→ ?	9%	·	3%	0%	-1%	19%	0%	-5
Cc1cccc(NC(=O)CNC(=O)CSc2ncccn2)c1C
→ -14%	9%	2%	2%	-2%	-6%	-7%	-5%	-9
Cn1cc(Cl)c(/C=C(\C#N)S(=O)(=O)c2ccccc2)n1
→ -22%	-50%	?	2%	-1%	-1%	-30%	-3%	-4
Cc1cccc(C=Nc2ccc3c4c(cccc24)CC3)c1O
→ -10%	-29%	-1%	14%	-12%	44%[activator]	-21%	-3%	9
CNc1nc(C)c(C(=O)c2ccc(Cl)cc2)s1
→ -6%	32%	4%	1%	-1%	9%[57.1 µM]	-2%[57.1 µM]	-3%	-3
CCN(CC)c1ccc(-c2nc(-c3ccccc3C)no2)cc1[N+](=O)[O-]
→ -30%	-5%	0%	6%	4%	-4%	2%	-6%	-1
CCOCCCn1cnc2c3cc(F)ccc3n(C)c2c1=O
→ -23%	16%	1%	0%	-2%	43%[activator]	2%	-1%	-9
Cc1ccc(CCNC(=O)CCS(=O)(=O)Cc2ccc(C)cc2)cc1
→ -21%	-43%	7%	0%	0%	6%	23%	-1%	-1
CCOC(=O)C1CCCN(C(=O)CN2C(=O)/C(=C/c3ccc(OC)cc3)Oc3ccccc32)C1 (stereo not drawn)
→ -26%	-18%	13%	7%	-4%	200%	43%[activator][57.1 µM]	-1%	2
COC(=O)c1ccccc1NCC(=O)c1ccc(OC)cc1
→ -12%	-8%	0%	-15%	-12%	26%	4%	-5%	-9
CS(=O)(=O)c1ccc(C(=O)NC2CCCc3ccccc32)cc1 (stereo not drawn)
→ -21%	-10%	1%	4%	1%	13%[57.1 µM]	3%[57.1 µM]	-5%	-4
COc1cc(OC)cc(C(=O)OCC(=O)Nc2cccc(S(=O)(=O)NC3=NCCCCC3)c2)c1
→ -23%	-34%	8%	2%	1%	23%	15%	-5%	-3
CCn1nc(C)c(CN2CCCC(CNS(=O)(=O)c3ccc(OC)cc3)C2)c1C (stereo not drawn)
→ -19%	-31%	-2%	8%	0%	2%	10%	-3%	-2
COC(=O)c1c(Oc2nc(OC)cc(OC)n2)cccc1Oc1nc(OC)cc(OC)n1
→ -21%	-4%	-24%	1%	4%	16%[57.1 µM]	1%[57.1 µM]	-5%	-3
COc1ccc(C2Nc3ccccc3C(=O)N2Cc2ccccc2)cc1CN1CCOCC1 (stereo not drawn)
→ -14%	18%	-1%	-2%	2%	123%[activator]	17%	-5%	-1
CCN(CC(=O)Nc1cc(Cl)ccc1Cl)C(=O)c1ccc(-n2cccn2)cc1
→ ?	14%	2%	4%	2%	-1%	17%	0%	3
O=S(=O)(Nc1ccc(N2CCCCC2)cc1)c1ccccc1F
→ -3%	-32%	14%	-1%	-1%	6%[57.1 µM]	-12%[57.1 µM]	-1%	1
CCOC(=O)C1CCN(C(=O)COc2ccc(N(C)S(=O)(=O)c3cccs3)cc2)CC1
→ -17%	12%	-3%	3%	-2%	-2%	9%	-1%	2
CCOC(=O)c1sc2ncn(CC(=O)Nc3ccc(OC)c(Cl)c3)c(=O)c2c1C
→ -26%	16%	-3%	-8%	-2%	8%[2.29 µM]	13%	1%	-2
Cc1ccccc1N(CC(=O)NCCSc1ccccn1)S(=O)(=O)c1ccccc1
→ ?	-6%	6%	10%	-3%	-4%	31%[57.1 µM]	-3%	2
COc1cc(Cl)c(C)cc1NCC(=O)Nc1cccc(S(=O)(=O)N2CCCC2)c1
→ -8%	-2%	1%	-9%	-1%	-2%	-15%	-3%	3
CCCCNC(=O)CSc1nc2c(sc(=S)n2-c2cc(Cl)ccc2OC)c(=O)[nH]1
→ -10%	-4%	7%	?	-6%	-2%	19%	4%	-5
Cc1cccc(N2CN(Cc3cccnc3)CNC2=S)c1C
→ 3%	33%	1%	8%	0%	-10%	-10%	-2%	-5
C/C(=N\NC(=O)CNC(=O)c1ccc2c(c1)OCCO2)c1ccco1
→ 2%	-23%	6%	3%	-1%	5%[57.1 µM]	4%[57.1 µM]	-3%	-1
O=C(COC(=O)C1(c2ccc(F)cc2)CCCC1)N1CCN(C(=O)c2ccco2)CC1
→ -17%	-21%	6%	5%	1%	-8%	-13%	-4%	0
O=C(c1cc([N+](=O)[O-])ccc1N1CCCC1)N1CCCCC1
→ -27%	-14%	-11%	2%	0%	1%[57.1 µM]	-7%[57.1 µM]	1%	2
CC1=NN(C(=O)c2ccncc2)C(=O)C1N=Nc1ccc2ccccc2c1 (stereo not drawn)
→ ?	?	5%	4%	-17%	-5%[57.1 µM]	7%[11.4 µM]	3%	9
Cc1cc(=O)n(Cc2ccc(Cl)cc2)c2c1c(C)nn2-c1ccccc1
→ -21%	-4%	-5%	0%	2%	5%[57.1 µM]	14%[57.1 µM]	-3%	1
CCOc1ccc(NC(=O)c2c(N)n(C)c(=O)[nH]c2=O)cc1
→ -19%	19%	6%	-13%	1%	-1%	12%	-5%	0
Cc1ccc(C)n1CCN1CCN(CC(=O)Nc2ccc(S(N)(=O)=O)cc2)CC1
→ -6%	-14%	-2%	5%	0%	-3%	-11%	-3%	-3
N#Cc1ccc(OCC(=O)NC2=NCCS2)cc1
→ -17%	11%	1%	-1%	-1%	12%[57.1 µM]	19%[57.1 µM]	-2%	-4
Cc1ccccc1NC(=O)NCC1CCN(c2ccc(S(=O)(=O)N3CCOCC3)cc2)CC1
→ -4%	5%	-8%	18%	1%	-2%	13%	-2%	-6
Cc1cc(F)ccc1S(=O)(=O)N1CCCOC1CNC(=O)C(=O)NC1CC1 (stereo not drawn)
→ 4%	-3%	5%	8%	1%	-3%	1%	-3%	-3
Cc1csc(Nc2ccccc2C(F)(F)F)n1
→ -16%	39%	-5%	6%	-7%	7%[57.1 µM]	18%[57.1 µM]	-1%	-1
COc1cc(OC)c(NC(=O)Cn2c(=O)cc(C)c3c(C)nn(-c4ccc(C)cc4)c32)cc1Cl
→ -14%	6%	4%	11%	0%	-9%[57.1 µM]	-5%[57.1 µM]	-4%	-4
O=C(CNC(=O)c1ccccc1Cl)Nc1ccc(F)cc1
→ -19%	-22%	4%	7%	-1%	-3%	0%	0%	-8
COCCNC(=O)CCCn1c(SCC(=O)c2ccc(Br)cc2)nc2c(sc3ccccc32)c1=O
→ 17%	0%	-4%	-11%	3%	12%	29%	-2%	-7
O=C(NCC1CCCO1)C(c1ccc(F)cc1)N(Cc1ccc(F)cc1)C(=O)Cn1nnc(-c2cccs2)n1 (stereo not drawn)
→ 1%	-14%	-9%	-9%	-10%	-1%[57.1 µM]	25%[57.1 µM]	-6%	-10
O=C(N/C(=C/c1cccnc1)C(=O)N1CCCCCC1)c1cccc(Br)c1
→ -16%	4%	4%	1%	1%	-6%	-8%	-3%	-1
O=C(COc1ccc(-c2nnco2)cc1)NCc1ccccc1Cl
→ -1%	-2%	-7%	-8%	-10%	1%[57.1 µM]	-8%[57.1 µM]	-3%	-8
C(=NCCCN1CCOCC1)c1ccc2c(c1)OCO2
→ -5%	-13%	1%	8%	-1%	-4%	0%	-6%	0
COc1ccc(CN2CCN(c3ncnc4sc5c(c34)CCCC5)CC2)cc1F
→ -4%	12%	·	·	·	-3%	-9%	·	-2
CCn1cc(C(=O)NCC(C)C)c(=O)c2cc(F)c(N3CCN(C)CC3)cc21
→ -11%	5%	-6%	1%	4%	56%	4%[57.1 µM]	-3%	1
CCOc1ccc(N=C/C=C/c2ccccc2)c(O)c1
→ ?	-38%	4%	3%	-4%	-1%	-18%	-1%	12
O=C(O)C1CCN(C(=O)COc2ccc(Br)cc2)CC1
→ -10%	13%	-5%	-5%	-10%	1%	17%	-8%	-11
CN(C)CCCc1cc(C(=O)Nc2ccc(-c3ccncc3)cc2)ccc1O
→ ·	-4%[56.9 µM]	·	·	·	6%[57.1 µM]	6%[57.1 µM]	-5%&-3%&4%	·

Not all compounds are listed (hit frequency here may not be typical).
